# Source: PubChem
# AGP1 TOR yeast: alters AGP1-GFP fluorescence in TOR pathway yeast screen; GFP response vs DMSO, % at 10 µM; 320,000 compounds, 0.02% hits; S. cerevisiae AGP1-GFP multiplex flow cytometry, 3 h; GFP as percent of DMSO wells; AID 2066;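 active means GFP response relative to DMSO above a set limit, near screen average plus 3 SD, cut at about 150% in these data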;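 further: median GFP channel fluorescence of the gated AGP1 strain per well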
# MCL1-BIM inh: disrupts human MCL1 binding to BIM-BH3 peptide; Q07820; GST-MCL1 / FITC-Bim-BH3 fluorescence polarization; inhibition, % at 10.9 µM; 320,000 compounds, 0.68% hits; AID 2057;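 active means inhibition above the mean inhibition of all tested compounds plus 3 SD, set per campaign, cut at about 40% in these data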;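 further: 0% = DMSO wells and 100% = unlabeled Bim-BH3 peptide control; higher means more loss of mP so more displacement of Bim peptide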
# Target sequence (Q07820 whole entry, looked up): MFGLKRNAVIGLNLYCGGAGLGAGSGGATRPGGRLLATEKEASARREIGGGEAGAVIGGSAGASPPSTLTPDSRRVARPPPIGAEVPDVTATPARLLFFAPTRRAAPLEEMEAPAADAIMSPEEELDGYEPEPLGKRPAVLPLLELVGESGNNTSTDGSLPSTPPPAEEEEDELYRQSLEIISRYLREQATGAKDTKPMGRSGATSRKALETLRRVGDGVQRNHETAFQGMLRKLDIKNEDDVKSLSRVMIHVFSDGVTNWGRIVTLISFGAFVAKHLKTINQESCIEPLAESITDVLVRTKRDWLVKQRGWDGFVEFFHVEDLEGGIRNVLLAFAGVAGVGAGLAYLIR
# GRK2 inh: inhibitors of human GRK2 displacing RNA aptamer. P25098. bead flow cytometry, FAM-aptamer displacement from GRK2. inhibition of aptamer binding, % at 10 µM. 330,000 compounds, 0.59% hits. AID 488847;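 active means inhibition of aptamer binding above 40%, roughly 3 SD of noise, on plates passing a quality check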;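 further: median bead fluorescence of bound FAM aptamer so fluorescent compounds give negative values; no value below 0 was filed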
# MEX-5 binding: C. elegans MEX-5 TCR-2 RNA binding activity | Q9XUB2 | MEX-5/FITC-TCR2 RNA binding, fluorescence polarization; hits give low values | activity score (negative = inhibition of binding), % at 10 µM | 300,000 compounds, 0.38% hits;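 active means inhibition past about -25% in most replicates, and total fluorescence under double the plate's negative control median, limit read from the data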;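 further: 0% = DMSO and -100% = 5 µM competing unlabeled TCR2 RNA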
# CIT2 TOR yeast: modulators of TOR pathway CIT2-GFP in S. cerevisiae. 320,000 compounds, 0.065% hits. GFP response vs DMSO, % at 10 µM. S. cerevisiae CIT2-GFP strain, flow cytometry, 3 h; 100 means same as DMSO wells;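 active means GFP response relative to DMSO above a set limit, near the screen mean plus 3 SD, cut at about 150% in these data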;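 further: ratio of well median GFP fluorescence to mean of DMSO wells on the plate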
# GLD-1 TGE inh: GLD-1-TGE RNA interaction inhibition (C. elegans); purified GLD-1 + fluorescein TGE RNA, fluorescence polarization; inhibition, % at 5.96 µM; 320,000 compounds, 0.44% hits; AID 2280;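 active means percent inhibition above a per-plate cutoff, the plate mean of test compounds plus 3 SD, cut at about 30% in these data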;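 further: 0% = DMSO wells with GLD-1 and probe and 100% = wells lacking GLD-1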
# Target sequence (Q17339 whole entry, looked up): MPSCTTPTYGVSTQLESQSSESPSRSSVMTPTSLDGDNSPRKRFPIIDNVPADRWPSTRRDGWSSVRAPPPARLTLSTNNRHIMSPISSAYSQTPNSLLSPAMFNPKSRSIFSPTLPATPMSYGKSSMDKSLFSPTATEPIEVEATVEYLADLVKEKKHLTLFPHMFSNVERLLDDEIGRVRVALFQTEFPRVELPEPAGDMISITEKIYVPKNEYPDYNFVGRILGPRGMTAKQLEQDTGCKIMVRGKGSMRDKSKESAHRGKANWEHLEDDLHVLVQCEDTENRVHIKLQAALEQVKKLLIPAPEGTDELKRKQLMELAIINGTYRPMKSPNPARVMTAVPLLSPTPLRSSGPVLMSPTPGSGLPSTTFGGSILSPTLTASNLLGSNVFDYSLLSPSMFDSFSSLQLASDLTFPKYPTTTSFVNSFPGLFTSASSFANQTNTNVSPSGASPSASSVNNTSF
# VLA-4 inh: inhibition in a human VLA-4 binding assay; inhibition, % (about 7 µM as worked out from the volumes in the protocol); AID 2557; VLA-4 expressing cells, ligand binding flow cytometry; 330,000 compounds, 0.2% hits; P13612; in the data active means inhibition above about 50%
# BCLXL inh: inhibitors of human Bcl-xL | inhibition, % at 10.9 µM | Q07817 | GST-Bcl-xL / FITC-Bim BH3 peptide fluorescence polarization | AID 2129 | 320,000 compounds, 0.7% hits;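 active means inhibition above the mean of all tested compounds plus 3 SD, cutoff set per campaign, cut at about 30% in these data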;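 further: 0% = DMSO wells and 100% = unlabeled Bim-BH3 peptide competitor; inhibitors lower millipolarization by displacing the labeled peptide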
# Fam108B counter: Fam108B inhibition, counter-screen for RBBP9 inhibitors; 300,000 compounds, 0.33% hits; AID 1947; inhibition, % at 9.51 µM; recombinant Fam108B, FP-Rh probe fluorescence polarization;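 active means inhibition above the screen mean inhibition plus 3 SD, computed separately per campaign, cut at about 18% in these data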;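 further: inhibitors lower polarization as less probe binds the enzyme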
# * = called active by the depositor; . = no result given; & = joins results of further samples.
SMILES,AGP1 TOR yeast,MCL1-BIM inh,GRK2 inh,MEX-5 binding,CIT2 TOR yeast,GLD-1 TGE inh,VLA-4 inh,BCLXL inh,Fam108B counter
C[C@@H]1C[C@H]2[C@@H]3C[C@H](F)C4=CC(=O)C(Cl)=C[C@]4(C)[C@@]3(F)[C@@H](O)C[C@]2(C)[C@@]1(O)C(=O)CO,101,-1,0,0.1,102,5,21,0,0
O=c1c(O[C@@H]2O[C@H](CO)C(O)C2O)c(-c2ccc(O)c(O)c2)oc2cc(O)cc(O)c12 (some centres undefined),105,.,9,.,109,-2,11,.,.
CCCCOC(=O)c1ccc(N)cc1,88,4,3,1.2,82,-1,8,7,-4
CN(C)CCC[C@@]1(c2ccc(F)cc2)OCc2cc(C#N)ccc21,88,-5,0,-6.7,85,2,18,4,0
O=C1c2ccccc2C(=O)c2c(O)c(O)cc(O)c21,95,.,0,.,111,70*,-26,.,.
CCOc1ccc(NC(=S)N2CCC(C(O)(c3ccccc3)c3ccccc3)CC2)cc1,108,7,3,-0.6,108,0,25,4,-6
O=C(O)CCCCCCCC(=O)O,89,-2,2,0.6,82,2,-5,4,0
CN1CCN(CCCN2c3ccccc3Sc3ccc(S(=O)(=O)N(C)C)cc32)CC1,87,8,0,.,79,-3,16,2,10
O=C(NCCN1CCOCC1)c1ccc(Cl)cc1,89,4,0,-2.0,88,9,25,2,-1
CN1CCC(=C2c3ccccc3CC(=O)c3sccc32)CC1,90&95,5&1,0&3,-2.5,88&89,2&-14,39&4,3&6,-2&2
CN1CCN(c2c(F)cc3c(=O)c(C(=O)O)cn4c3c2SCC4)CC1,101&99,3&2,0&1,-0.6&-1.3,101&103,6&1,1&-1,-1&6,-3&1
Cc1oncc1C(=O)Nc1ccc(C(F)(F)F)cc1,91,0,2,3.0,89,4,36,10,0
Nc1cc(=O)[nH]c(N)n1,92,3,0,.,79,4,47,4,3
CN(C)CCOC(=O)C(c1ccccc1)C1(O)CCCC1 (centres undefined),85,-4,0,0.6,76,4,43,-1,0
O=C1c2c(O)cccc2C(C2OC(CO)[C@@H](O)[C@H](O)[C@H]2O)c2cc(CO)cc(O)c21 (some centres undefined),97,1,2,.,99,5,-3,11,.
COc1cc(NC(=O)c2cc(C3CC3)on2)c(OC)cc1Cl,92,4,0,-2.2,93,4,-1,0,-1
OCC(O)CN1CCN(c2ccccc2)CC1 (centres undefined),82,-3,0,-0.9,77,-8,42,1,-2
COc1c(O)cc2c(c1O)[C@@H]1O[C@H](CO)[C@@H](O)[C@H](O)[C@H]1OC2=O,96,14,3,1.1,106,5,26,4,2
CCOC(=O)Nc1ccc(NCc2ccc(F)cc2)nc1N,85,191*,0,.,82,132*,12,141*,-1
CCN(CC)CCOC(=O)C(c1ccccc1)c1ccccc1,89,8,0,-2.5,93,0,-2,6,4
CCN(CC)S(=O)(=O)c1ccc(C(=O)O)cc1,106,-4,3,-1.8,101,0,-7,-3,4
C/C=C(/C)C(=O)O[C@@H]1c2cc3c(c4c2[C@@]2(CO4)C(=O)C(OC)=C(OC)C=C2C[C@@H](C)[C@H]1C)OCO3,89,3,1,0.6,90,2,11,-1,-2
COc1ccc(Sc2ccc(NC(=O)c3ccccc3Cl)cc2C#N)cc1,100,-3,2,-1.2,97,6,-20,2,-36
CC(C)(C(=O)c1cccnc1)c1cccnc1,91,-3,2,1.8,86,-2,42,-3,-6
O=C1CCc2cc(OCCCCc3nnnn3C3CCCCC3)ccc2N1,80,-6,1,2.1,77,2,-6,3,-5

# Random excerpt: 2 records from the list, in no set order.
SMILES,AGP1 TOR yeast,MCL1-BIM inh,GRK2 inh,MEX-5 binding,CIT2 TOR yeast,GLD-1 TGE inh,VLA-4 inh,BCLXL inh,Fam108B counter
CCN(CC)CCOC(=O)C(c1ccccc1)c1ccccc1,89,8,0,-2.5,93,0,-2,6,4
O=C(NCCN1CCOCC1)c1ccc(Cl)cc1,89,4,0,-2.0,88,9,25,2,-1

# Of the compounds above, these contain sulfur.
SMILES,AGP1 TOR yeast,MCL1-BIM inh,GRK2 inh,MEX-5 binding,CIT2 TOR yeast,GLD-1 TGE inh,VLA-4 inh,BCLXL inh,Fam108B counter
CCOc1ccc(NC(=S)N2CCC(C(O)(c3ccccc3)c3ccccc3)CC2)cc1,108,7,3,-0.6,108,0,25,4,-6
CN1CCN(CCCN2c3ccccc3Sc3ccc(S(=O)(=O)N(C)C)cc32)CC1,87,8,0,.,79,-3,16,2,10
CN1CCC(=C2c3ccccc3CC(=O)c3sccc32)CC1,90&95,5&1,0&3,-2.5,88&89,2&-14,39&4,3&6,-2&2
CN1CCN(c2c(F)cc3c(=O)c(C(=O)O)cn4c3c2SCC4)CC1,101&99,3&2,0&1,-0.6&-1.3,101&103,6&1,1&-1,-1&6,-3&1
CCN(CC)S(=O)(=O)c1ccc(C(=O)O)cc1,106,-4,3,-1.8,101,0,-7,-3,4
COc1ccc(Sc2ccc(NC(=O)c3ccccc3Cl)cc2C#N)cc1,100,-3,2,-1.2,97,6,-20,2,-36

# Further records follow:
SMILES,AGP1 TOR yeast,MCL1-BIM inh,GRK2 inh,MEX-5 binding,CIT2 TOR yeast,GLD-1 TGE inh,VLA-4 inh,BCLXL inh,Fam108B counter
CN(CCOc1ccc(NS(C)(=O)=O)cc1)CCc1ccc(NS(C)(=O)=O)cc1,92,5,0,1.0,95,0,2,0,-6
CCCc1cc(C(N)=S)ccn1,86,18,1,3.1,80,0,-12,3,-4
CC1(C)Oc2ccc(C#N)cc2[C@@H](N2CCCC2=O)[C@@H]1O,87,11,0,-2.4,84,-4,16,0,2
CN=C(N)NC(=O)Nc1c(C)cccc1C,113,-1,1,-0.5,111,6,4,0,-3
CCOC(=O)Nc1ccc2c(c1)N(C(=O)CCN1CCOCC1)c1ccccc1S2,101,4,0,1.5&-4.9,112,11,-3,3,6
C#C[C@]1(O)CC[C@H]2[C@@H]3CCC4=CC(=O)CC[C@@H]4[C@H]3CC[C@@]21CC,92&93,-2&2,2&2,2.6,86&98,3&7,33&-65,1&-3,3&2
COc1cc2c(c(OC)c1OC)-c1c(cc(OC)c(OC)c1OC)C[C@H](C)[C@H](C)C2,84,5,0,1.3,82,-3,15,5,3
CC1CCc2c(N3CCC(O)CC3)c(F)cc3c(=O)c(C(=O)O)cn1c23 (centres undefined),89,-7,0,.,86,3,-9,5,0
COc1cc(C)nc(-n2nc(C)cc2OC)n1,99,5,2,1.5,108,0,-8,1,-6
Nc1ncnc(Nc2ccccc2)n1,99,1,2,2.3,96,8,54*,3,1
CCC(Cc1c(I)cc(I)c(N)c1I)C(=O)O (centres undefined),82,-1,0,.,66,1,2,-1,2
COc1cc(C(=O)NCCCCCC(=O)O)cc(OC)c1OC,90,8,0,1.1,89,2,10,11,6
Cc1ccsc1/C=C/C1=NCCCN1C,106&89,5,0&0,2.2,102&85,1&7,27&34,3,-3
Oc1cc2c(cc1O)C1c3ccc(O)c(O)c3OCC1(O)C2 (centres undefined),106,77*,0,.,98,35*,3,34*,-6
C[C@]12CC[C@H]3C(=CCc4cc(O)ccc43)[C@@H]1CCC2=O,88,-2,0,0.3,78,2,30,1,-1

# Profiles, looked up by structure. Order of values: AGP1 TOR yeast, MCL1-BIM inh, GRK2 inh, MEX-5 binding, CIT2 TOR yeast, GLD-1 TGE inh, VLA-4 inh, BCLXL inh, Fam108B counter
# COc1cc(C(=O)NCCCCCC(=O)O)cc(OC)c1OC reads 90, 8, 0, 1.1, 89, 2, 10, 11, 6
# COc1cc2c(c(OC)c1OC)-c1c(cc(OC)c(OC)c1OC)C[C@H](C)[C@H](C)C2 reads 84, 5, 0, 1.3, 82, -3, 15, 5, 3

# These rows are one share of the data (hit frequency here may not be typical).
